NSD2 HMT inh: blocks human histone methyltransferase NSD2; O96028; hit rate 0.54% among 310,000; AID 743445; inhibition, % at 12.5 µM; NSD2 peptide methylation, AlphaScreen, 120 min; in the data active means inhibition above about 50%
Target sequence (O96028 whole entry, looked up): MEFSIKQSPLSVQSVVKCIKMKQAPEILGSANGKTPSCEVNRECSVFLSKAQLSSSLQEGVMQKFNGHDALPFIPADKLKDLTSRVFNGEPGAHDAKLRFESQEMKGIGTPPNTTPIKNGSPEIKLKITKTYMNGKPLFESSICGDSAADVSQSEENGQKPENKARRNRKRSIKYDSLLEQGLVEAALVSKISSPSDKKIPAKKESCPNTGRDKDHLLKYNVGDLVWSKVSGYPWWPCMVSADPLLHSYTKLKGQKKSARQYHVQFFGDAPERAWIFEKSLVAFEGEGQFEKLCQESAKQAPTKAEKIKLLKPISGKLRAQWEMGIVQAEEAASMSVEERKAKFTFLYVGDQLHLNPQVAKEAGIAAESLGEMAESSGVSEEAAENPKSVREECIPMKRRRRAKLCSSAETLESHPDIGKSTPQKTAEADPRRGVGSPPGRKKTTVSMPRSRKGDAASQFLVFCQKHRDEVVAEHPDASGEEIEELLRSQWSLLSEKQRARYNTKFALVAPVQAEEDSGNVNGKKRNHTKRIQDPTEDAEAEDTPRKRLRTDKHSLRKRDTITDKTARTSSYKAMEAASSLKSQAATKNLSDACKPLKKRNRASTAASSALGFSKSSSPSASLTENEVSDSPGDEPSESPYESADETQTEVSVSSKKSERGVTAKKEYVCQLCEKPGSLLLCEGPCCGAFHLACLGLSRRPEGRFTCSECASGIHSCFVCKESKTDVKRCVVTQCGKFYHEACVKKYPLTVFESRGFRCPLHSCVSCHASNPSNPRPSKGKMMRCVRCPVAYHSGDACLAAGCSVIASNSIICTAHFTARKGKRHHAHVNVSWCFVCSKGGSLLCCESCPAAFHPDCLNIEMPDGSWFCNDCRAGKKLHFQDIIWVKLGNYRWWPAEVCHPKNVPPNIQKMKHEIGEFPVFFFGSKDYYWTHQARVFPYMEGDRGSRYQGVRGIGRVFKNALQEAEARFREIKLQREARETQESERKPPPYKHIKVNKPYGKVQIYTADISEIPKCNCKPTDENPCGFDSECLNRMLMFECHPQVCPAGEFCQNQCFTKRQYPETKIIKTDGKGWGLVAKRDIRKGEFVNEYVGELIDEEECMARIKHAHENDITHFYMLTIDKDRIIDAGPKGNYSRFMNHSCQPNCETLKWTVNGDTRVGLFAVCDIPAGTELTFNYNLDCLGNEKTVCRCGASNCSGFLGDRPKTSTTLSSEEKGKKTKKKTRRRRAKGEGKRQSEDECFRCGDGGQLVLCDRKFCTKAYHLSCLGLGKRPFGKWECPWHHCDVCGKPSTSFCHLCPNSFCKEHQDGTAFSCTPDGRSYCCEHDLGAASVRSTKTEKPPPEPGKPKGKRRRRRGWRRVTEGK
Starred values were filed as active, the others as inactive. These rows are one share of the data; rates above refer to the full screens.

SMILES	NSD2 HMT inh
Clc1cccc(CNc2ccn3nc(-c4cccc(OCc5ccccc5)c4)cc3n2)c1	-1.2
CCc1nc2ccc(C(=O)NCCOc3ccc(OC)cc3)cn2c1N(C)C(=O)C1CCCCC1	7.1
O=C(NCC(c1ccccc1)c1ccccc1)[C@H](Cc1c[nH]c2ccccc12)NC1(C(=O)NC2CCCCC2)CCCC1	32.3
CC(O)C(NC(=O)OCc1ccccc1)C(=O)NCC(=O)NCC(=O)OCc1ccccc1 (centres undefined)	-2.2
O=C(CSc1nnc(COc2ccccc2)n1-c1ccc(Cl)cc1)Nc1ccc(OCc2ccccc2)cc1	-0.1
CCCS(=O)(=O)NC(=O)C1(C)CCCN(C(=O)c2ccccc2C(F)(F)F)C1 (centres undefined)	-6.2
CN(C)c1ccc(CNC(=O)C2(C)Cc3c(-c4cccc(C(N)=O)c4)ccnc3O2)cc1 (centres undefined)	14.9
Cc1ccsc1C(=O)N1CCC1(C)C(=O)NS(=O)(=O)c1ccccc1 (centres undefined)	-2.1
Cc1ccccc1OC1(C)CCN(Cc2ccc(-c3ccccn3)cc2)C1 (centres undefined)	1.2
CCCNC(=O)C1(C)CCCN(C(=O)c2cc3ccccc3s2)C1 (centres undefined)	-3.6
Cc1ccc(S(=O)(=O)NC(=O)C2(C)CCN2C(=O)Cc2ccc(-c3ccccc3)cc2)nc1 (centres undefined)	-2.0
Cc1ccc(C(O)c2ncc(-c3ccc4ccccc4c3)[nH]2)c(C)c1 (centres undefined)	2.2
COc1cccc(C(N)c2nc(-c3cc(F)cc(F)c3)cs2)c1 (centres undefined)	1.3
COc1ccccc1-c1cnc(C(O)c2ccc(F)cc2C)[nH]1 (centres undefined)	3.5
C=CCNc1nc(NCc2ccc(NC(C)=O)cc2)c2sc(-c3ccccc3)cc2n1	-2.2
O=C(CSC1=NC(=O)C(Cc2ccccc2)C(=O)N1)Nc1ncccn1 (centres undefined)	30.9
Cn1c(CNc2ccccc2F)nc2ccccc21	-1.1
CCc1nc2c(OCc3ccccc3C(=O)OC)cccn2c1N(C)C(=O)Nc1ccccc1OC	3.3
COc1ccccc1CNC(=O)c1cc(-c2cc(F)ccc2OC(C)C)n[nH]1	-1.0
O=C(CCCCCN1C(=O)C2C3C=CC(C3)C2C1=O)Nc1ccc2ncccc2c1 (centres undefined)	95.0*
COc1ccc(CN2C[C@@H](CO)O[C@@H](n3cnc4c(NC5CCC5)ncnc43)C2)cc1	-2.8
COc1ccc(CCNC(=O)Nc2ccc3c(c2)c(=O)n(C)n3CC=C(C)C)cc1OC	52.0*
CC(C)Oc1cc(F)ccc1-c1cc(C(=O)NCCCn2ccnc2)[nH]n1	4.6
NC(=O)C1CCN(c2nc(-c3ccc(N)cc3)cs2)CC1	-1.8
CCc1nc2ccc(C(=O)N(C)Cc3ccco3)cn2c1N(CC)C(=O)NCCc1ccccc1	-0.8

Other results:
SMILES	NSD2 HMT inh
CN(Cc1ccc(F)cc1)C(=O)c1cccc2c1C(=O)N(Cc1cccnc1)C2	5.3
c1cc(-c2ccsc2)n2ccnc2c1	-0.9
CCCNC(=O)C1(C)CCN(Cc2csc(-c3ccc(Cl)cc3)n2)C1 (centres undefined)	2.6
CC1(C(=O)NS(=O)(=O)c2ccccc2C(F)(F)F)CCN1C(=O)COc1ccc(Cl)cc1 (centres undefined)	-3.2
CC(C)(C)N(NC(=O)NCCCl)C(=O)c1ccccc1Cl	-1.4
CCC(CC)C(=O)N(C)c1c(C)nc2c(OCc3ccc(Cl)cc3Cl)cccn12	5.7
CCOc1ccc(Cl)cc1-c1cc(C(=O)Nc2cc(OC)ccc2OC)[nH]n1	8.3
COc1cc(F)ccc1-c1cc(C(=O)Nc2ccc(NC(C)=O)cc2)[nH]n1	1.0
Cc1cncc(NCc2ccc3c(c2)OCO3)n1	10.3
CC1(Cc2cc(Cl)ccc2C(F)(F)F)C(=O)Nc2c(Cl)cccc21 (centres undefined)	-0.5
Fc1ccc(CNc2ccn3nc(-c4ccccc4)cc3n2)cc1	-1.8
CC(C)CN(CC(C)C)C(=O)c1cn(C(C)c2ccccc2)nn1 (centres undefined)	-9.7
CC(=O)Nc1ccc(CN(C)c2c(C)nc3ccc(C(=O)NCCc4ccccn4)cn23)cc1	0.3
O=C(Nc1ccc2ncccc2c1)c1cc(-c2ccc(Cl)cc2)nc2ccccc12	-3.5
CCNC(=O)C1CCCN(C(=O)c2cnc3ccccc3n2)CC1 (centres undefined)	1.0
COc1ccccc1-c1cc(NC(C)=O)c2ncc(-c3ccc(S(C)(=O)=O)cc3)n2c1	-0.5
COc1ccc(-c2cc(NC=O)c3ncc(-c4cccc(C(F)(F)F)c4)n3c2)cc1OC	-3.0
CC1(C(=O)NS(=O)(=O)c2ccc(Cl)cc2)CCN1C(=O)c1ccccc1 (centres undefined)	-1.6
Cc1cccc(NC(=O)NCCCN2CCN(c3ccc(F)cc3)CC2)c1	11.3
C#Cc1cccc(Nc2nc(NC(C)C)nc3ccsc23)c1	-0.6
CSc1ccc(CN2CCC2(C)C(=O)Nc2cccc(Oc3ccccc3)c2)cc1 (centres undefined)	2.1
CS(=O)(=O)c1ccc(Nc2nc(C(N)c3ccccc3)cs2)cc1 (centres undefined)	2.5
OC(c1ccccc1)c1nc(-c2cccc(F)c2)cs1 (centres undefined)	-1.6
Cn1c(=O)c2cc(NC(=O)Nc3ccccc3)ccc2n1Cc1ccccc1	-1.3
CCCNC(=O)C1(C)CCN(C(=O)c2c(Cl)cccc2Cl)C1 (centres undefined)	-8.0

Rewritten in markdown: entries from further up
| molecule | NSD2 HMT inh |
| --- | --- |
| C#Cc1cccc(Nc2nc(NC(C)C)nc3ccsc23)c1 | -0.6 |
| CSc1ccc(CN2CCC2(C)C(=O)Nc2cccc(Oc3ccccc3)c2)cc1 (centres undefined) | 2.1 |
| CS(=O)(=O)c1ccc(Nc2nc(C(N)c3ccccc3)cs2)cc1 (centres undefined) | 2.5 |
| OC(c1ccccc1)c1nc(-c2cccc(F)c2)cs1 (centres undefined) | -1.6 |

Going on with the list:
SMILES	NSD2 HMT inh
Cc1cc2ncn(/N=C/c3cc(Br)ccc3O)c2cc1C	21.3
CC(C)NC(=O)C1(C)CCCN1C(=O)c1cc(C#N)cs1 (centres undefined)	-0.9
CC(CSC(=O)c1ccccc1)C(=O)N1c2ccccc2CC1C(=O)O (centres undefined)	12.3
CC(C)(N[C@@H](Cc1c[nH]c2ccccc12)C(=O)NCC(c1ccccc1)c1ccccc1)C(=O)NC1CCCCC1	-3.6
O=[N+]([O-])c1nccn1CCCCCCCCCCCN1CCOCC1	21.6
Cc1noc(C)c1-c1ccc(C(=O)NCCc2ccccc2)c2occc12	-3.7
NC(=O)c1cccc(-c2coc3c(C(=O)NCCc4ccccc4)cccc23)c1	-2.5
CN1CCN(c2ncnc3c2ncn3[C@H]2CN(C)C[C@@H](CO)O2)CC1	1.0
O=C1C[C@H](C(=O)Nc2ccc(Cl)cc2)[C@@H](c2ccccc2)O1	1.4
CC1(C(=O)NCc2ccc(C(F)(F)F)cc2)CCN1Cc1c(F)cccc1F (centres undefined)	-3.3
CC(C)(C)CNC(=O)C1(C)CCN1C(=O)Cc1ccc(C(C)(C)C)cc1 (centres undefined)	-0.8
CCCCNC(=O)Cn1nnc(-c2ccccc2)c1COc1ccc(C(C)=O)cc1	-0.8
CCCC1CCC2(CCCN2CCOC(=S)Nc2ccccc2)CC1 (centres undefined)	1.2
O=C(Nc1nnc([C@H]2C[C@H](O)[C@@H](CO)O2)s1)Nc1ccccc1F	-4.3
COc1cccc(CC(=O)N2CCN(C(=O)C(=O)c3cccc(C(F)(F)F)c3)CC2)c1	-1.1
CCc1nc2ccc(C(=O)Nc3cc(-c4ccccc4)ccc3OC)cn2c1N(C)CCCc1ccccc1	2.0
CC(=O)Nc1cc(-c2cccc(F)c2)cn2c(-c3ccc(S(C)(=O)=O)cc3)cnc12	-1.3
CC(=O)Nc1cncc(-c2cccc(C(=O)NC3CC3)c2)n1	-1.0
CSc1c(N(C)C)c(=O)c1=S	7.9
COc1ccc(OC)c(NC(=O)Nc2nc(CN)cs2)c1	4.1
O=C(NC(c1ccc(Cl)cc1)c1ccccn1)C1CCN(CCOc2ccc(Cl)cc2Cl)CC1 (centres undefined)	-0.4
CCOc1ccccc1C(=O)Nc1cccc(C(=O)Nc2cc(C)ccn2)c1	1.3
Cc1cc(C)c(C(=O)c2ccccc2C(=O)O)c(C)c1	2.5
COc1cccc(-c2cnc3c(NC(C)=O)cc(-c4ccccc4OC)cn23)c1	-1.7
CCCNC(=O)c1cc(C2CCCCN2C(=O)c2ccccc2)on1 (centres undefined)	-1.7

6 compounds from above, arranged by the value under NSD2 HMT inh, ascending.
SMILES	NSD2 HMT inh
Fc1ccc(CNc2ccn3nc(-c4ccccc4)cc3n2)cc1	-1.8
CCc1nc2ccc(C(=O)N(C)Cc3ccco3)cn2c1N(CC)C(=O)NCCc1ccccc1	-0.8
CN1CCN(c2ncnc3c2ncn3[C@H]2CN(C)C[C@@H](CO)O2)CC1	1.0
CN(Cc1ccc(F)cc1)C(=O)c1cccc2c1C(=O)N(Cc1cccnc1)C2	5.3
CSc1c(N(C)C)c(=O)c1=S	7.9
Cc1cncc(NCc2ccc3c(c2)OCO3)n1	10.3

More results:
SMILES	NSD2 HMT inh
Nn1c(SCC(=O)Nc2ccccc2-c2ccccc2)nnc1-c1cc(-c2ccc(F)cc2)n[nH]1	1.3
CCOC(=O)C1=C(C)NC2=C(C(=O)CC(C)(C)C2)C1c1ccc2c(c1)OCO2 (centres undefined)	15.9
O=C(N[C@H](Cc1ccccc1)C(=O)NCCCc1ccccc1)[C@H]1O[C@@H](n2ccc(=O)[nH]c2=O)[C@H](O)[C@@H]1O	-1.0
CC(C)(C)CC(=O)Nc1nc(C(N)Cc2ccc(C(F)(F)F)cc2)cs1 (centres undefined)	14.0
CCc1ccc(C(O)c2ncc(-c3ccc(C)cc3)[nH]2)cc1 (centres undefined)	2.9
COc1cc(C=C(OC(C)=O)c2ccc3c(c2)OCO3)cc(OC)c1OC	0.4
CCCS(=O)(=O)NC(=O)C1(C)CCN(C(=O)c2c(F)cccc2F)C1 (centres undefined)	-3.5
COc1cccc(Nc2nc(C(N)Cc3ccc(F)cc3)cs2)n1 (centres undefined)	2.5
COCCNC(=O)C1CCCN(Cc2ccc(-c3ccccc3)cc2)CC1 (centres undefined)	0.6
O=C(Nc1cccc(Cl)c1)c1csc(COCCO)n1	-1.5
C[N+]1(C)[C@H]2CC[C@H]1CC(OC(=O)C(O)c1ccccc1)C2 (some centres undefined)	-2.6
CCCNC(=O)C1(C)CCN(C(=O)C(c2ccccc2)c2ccccc2)C1 (centres undefined)	-0.4
CCCNC(=O)C1(C)CCCN(C(=O)c2ccc3ccccc3c2)C1 (centres undefined)	-3.5
OC(c1cccc(Cl)c1)c1nc(/C=C/c2ccccc2)cs1 (centres undefined)	2.0
O=C(Nc1nnc([C@@H]2C[C@H](O)[C@@H](CO)O2)s1)Nc1ccccc1C(F)(F)F	-0.6
O=C(NCCc1nc2ccccc2n1CCOc1cc(F)ccc1F)C1CCCCC1	-4.4
CC(=O)Nc1ccc(CN(C)c2c(C)nc3ccc(C(=O)Nc4ccc(Cl)c(Cl)c4)cn23)cc1	-7.9
O=C(CSc1nnc(-c2ccccn2)n1-c1ccc(Cl)cc1)Nc1cccc2ccccc12	0.4
COCCCNC(=O)CSc1nnc(-c2ccncc2)n1-c1ccc(OC)cc1	-7.8
COCCNC(=O)C1(C)CCCN(Cc2ccc(Cl)c(Cl)c2)C1 (centres undefined)	12.1
CCCCOc1ccc(S(=O)(=O)NC(=O)C2(C)CCN2C(=O)c2cccc(F)c2)cc1 (centres undefined)	-0.5
CCc1ccc(/C=C/C(=O)NC2=NCCS2)cc1	-2.9
Cc1onc(C(=O)N2CCN(C(c3ccc(F)cc3)c3ccc(F)cc3)CC2)c1[N+](=O)[O-]	-1.7
CS(=O)(=O)N1CCCCC1c1cc(C(=O)Nc2ccc3c(c2)OCO3)no1 (centres undefined)	-1.1
O=C(Nc1ccc(Cl)c(C(F)(F)F)c1)C1Cc2c(-c3ccc4c(c3)OCO4)ccnc2O1 (centres undefined)	-1.8

(next part)
SMILES	NSD2 HMT inh
CC(=O)Nc1cc(-c2ccc(C(=O)N3CCOCC3)cc2)cn2c(-c3ccc(F)cc3)cnc12	1.3
O=C(Nc1cccc(Oc2ccccc2)c1)C1Cc2c(-c3ccco3)ccnc2O1 (centres undefined)	0.2
O=C(NCCc1ccccc1)OCc1cn(Cc2cccc(F)c2F)nn1	0.7
NC(=O)c1cccc(-c2ccnc3c2CC(C(=O)NCCc2ccccc2)O3)c1 (centres undefined)	-4.7
CC1CCN(C2=NC(=O)N(c3ccc(Br)cc3)C(=O)C2)CC1	-17.7
CC(NC(=O)C1CCN(Cc2ccc(Oc3ccccc3)cc2)CC1)c1cccc2ccccc12 (centres undefined)	-1.4
CC(=O)Nc1cc(-c2ccc(C(=O)N3CCOCC3)cc2)cn2c(-c3ccccc3)cnc12	0.8
O=C(NCc1cccs1)C1C(=O)Nc2ccccc2C(=O)N1Cc1ccccc1 (centres undefined)	-2.6
C=CCn1c(COc2ccc(C)cc2)nnc1SCC(=O)c1ccc(-c2ccccc2)cc1	-0.4
O=C(NCC1CC1)C1Cc2c(-c3ccccc3Oc3ccccc3)ccnc2O1 (centres undefined)	-4.1
OCc1ccccc1-c1nc(NCC2CC2)nc2ccsc12	-4.6
COc1ccc(CN2C[C@@H](CO)O[C@@H](n3cnc4c(NCc5ccc(F)cc5)ncnc43)C2)cc1	-6.4
Cn1c(=O)c2[nH]c(CCCCCc3nc4ccccc4[nH]3)nc2n(C)c1=O	-2.3
NCCCC(C(=O)O)N(C(=O)OCc1ccccc1)C(=O)OCc1ccccc1 (centres undefined)	3.0
CSc1ccc(CN2CCC(C)(Oc3cccc(C#N)c3)C2)cc1 (centres undefined)	4.2
COc1ccc(-c2nnc(SCC(=O)NN=C(C)c3cccc4ccccc34)n2-c2ccccc2)cc1	1.2
CC1(C(=O)NCc2ccc(F)c(F)c2)Cc2c(-c3ccccc3)ccnc2O1 (centres undefined)	-0.5
ClC(Cl)(Cl)C1=NCc2nnn(Cc3ccccc3)c2N1	-2.7
OC(c1ccccc1)(c1ccccc1)c1cnc2ccccn12	-3.7
COc1cc2c(cc1NC(=O)CSc1nnc(-c3cccc(Cl)c3)n1-c1ccccc1)oc1ccccc12	-2.6
Cc1cccc(-c2cnc(C(O)Cc3ccccc3)[nH]2)c1 (centres undefined)	5.5

Assay outcomes from PubChem.
